# Screening data from PubChem BioAssay.
# Pol kappa inh – inhibitors of human DNA polymerase kappa. 400,000 compounds, 0.53% hits. purified Pol kappa, fluorescent DNA synthesis assay, 10 min. AID 588579. Q9UBT6. Potency, µM (titrated, usually from 107 µM), without a hit: at the highest dose activity, negative = inhibition, most hits filed as inhibitors; note: % is set by controls: 0 for no effect and ±100 for the full control effect
#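 Inhibition of 10 nM Pol kappa is measured by a fluorescent read-out at 0 and 10 min following addition of 50 nM substrate (final), with a 15-min room-temperature compound preincubation.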
# POLI inh – blocks human DNA polymerase iota activity; Potency, µM (top dose mostly 115 µM), for inactives: at the highest dose activity, negative = inhibition, most hits filed as inhibitors; 390,000 compounds, 1% hits; AID 588590; Pol iota fluorescent replication assay, 10 min; Q9UNA4
# Target sequence (Q9UNA4 whole entry, looked up): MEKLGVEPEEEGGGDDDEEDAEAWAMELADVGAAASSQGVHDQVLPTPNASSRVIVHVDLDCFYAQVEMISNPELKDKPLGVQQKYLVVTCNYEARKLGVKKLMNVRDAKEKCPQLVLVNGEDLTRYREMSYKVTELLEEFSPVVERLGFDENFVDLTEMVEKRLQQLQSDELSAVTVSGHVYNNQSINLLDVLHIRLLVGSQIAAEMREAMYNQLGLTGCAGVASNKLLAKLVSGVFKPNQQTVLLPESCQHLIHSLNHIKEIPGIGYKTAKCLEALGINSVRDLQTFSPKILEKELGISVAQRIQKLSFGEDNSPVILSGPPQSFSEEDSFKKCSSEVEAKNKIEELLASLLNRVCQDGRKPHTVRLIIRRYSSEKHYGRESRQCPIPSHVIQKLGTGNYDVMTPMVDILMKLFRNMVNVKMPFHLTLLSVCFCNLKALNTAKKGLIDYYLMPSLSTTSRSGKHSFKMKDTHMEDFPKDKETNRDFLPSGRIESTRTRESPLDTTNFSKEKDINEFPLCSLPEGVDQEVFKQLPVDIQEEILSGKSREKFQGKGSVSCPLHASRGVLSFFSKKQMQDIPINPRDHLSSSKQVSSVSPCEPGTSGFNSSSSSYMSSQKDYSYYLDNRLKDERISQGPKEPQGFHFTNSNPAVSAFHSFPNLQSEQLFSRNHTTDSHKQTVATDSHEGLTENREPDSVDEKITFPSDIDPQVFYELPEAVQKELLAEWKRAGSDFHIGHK
#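 Pol iota at 10 nM preincubated 15 min with compounds at room temperature; reaction started with fluorescent substrate, 50 nM final. Fluorescence read kinetically at 0 and 10 min; buffer-only wells as negative control.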
# APEX1 inh – APE1 (human) endonuclease inhibition; recombinant APE1, TAMRA/BHQ-2 abasic DNA cleavage fluorescence; AID 2517; Potency, µM (highest dose often 65.8 µM), for inactives: at the top dose activity change, negative = inhibition, usual class: inhibitors; 350,000 compounds, 0.35% hits;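 note: plate controls were vehicle for no effect and reference inhibitor for full effect; nearly all actives have a fitted effect of over 55% in size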
#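 Quantitative HTS: incision of a TAMRA/BHQ-2 double-stranded substrate bearing a tetrahydrofuran abasic site by 0.75 nM APE1 raises fluorescence. Substrate 50 nM final, added after 15 min compound preincubation at room temperature; progress as third-minus-first kinetic read difference.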
# G9a inh – blocks human histone lysine methyltransferase G9a; Q96KQ7; G9a H3K9 monomethylation, AlphaScreen, 2 h; Potency, µM (top dose mostly 102 µM), without a hit: top-dose activity, negative = inhibition, most hits filed as inhibitors; 350,000 compounds, 8.8% hits; AID 504332; note: % is set by controls: 0 for no effect and ±100 for the full control effect; nearly all actives have a fitted effect of over 75% in size
#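 Signal arises when biotinylated H3K9 peptide, once monomethylated, bridges streptavidin donor and antibody-captured acceptor beads. Enzyme at 20 nM was preincubated 15 min with test compounds; peptide 500 nM and SAM 20 uM then reacted for 2 h.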
# Apoferritin bind – binds horse apoferritin like a general anesthetic; apoferritin/1-aminoanthracene competitive binding, fluorescence; P02791; 350,000 compounds, 0.074% hits; Potency, µM (highest dose often 77.5 µM), without a hit: at the highest dose activity change, negative = displacement, hits mostly inhibitors; note: % is set by controls: 0 for no effect and ±100 for the full control effect; nearly all actives have a fitted effect of over 20% in size
# Target sequence (P02791 2-175 limits assumed): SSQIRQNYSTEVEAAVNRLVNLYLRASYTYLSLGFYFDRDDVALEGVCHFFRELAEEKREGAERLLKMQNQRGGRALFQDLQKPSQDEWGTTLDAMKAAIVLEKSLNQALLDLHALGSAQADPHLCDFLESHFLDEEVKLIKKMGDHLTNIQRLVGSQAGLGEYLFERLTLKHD
#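 Read-out: endpoint 1-AMA fluorescence, excitation 380 nm and emission 535 nm, after compounds sit 10 min at room temperature with 10 uM horse-spleen apoferritin in 50% saturated 1-AMA/PBS. Values come from four-parameter Hill fits.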
# Pol beta inh – DNA polymerase beta (human) inhibition. 340,000 compounds, 1.3% hits. Pol beta primer extension/strand displacement, fluorescence kinetic. P06746. Potency, µM (doses to about 114 µM), without a hit: top-dose activity change, negative = inhibition, hits mostly inhibitors; note: % is set by controls: 0 for no effect and ±100 for the full control effect
#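 Human Pol beta at 10 nM; strand-displacement substrate 50 nM final. Compound exposure 15 min at room temperature before start, reaction 10 min at room temperature.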
# BAZ2B inh – blocks human BAZ2B; Q9UIF8; AlphaScreen BAZ2B-H3K14Ac peptide displacement; Potency, µM (titrated, usually from 114 µM), for inactives: top-dose activity change, negative = inhibition, actives largely listed as inhibitors; 360,000 compounds, 4.4% hits; note: % is set by controls: 0 for no effect and ±100 for the full control effect; nearly all actives have a fitted effect of over 60% in size
#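 AlphaScreen displacement of biotin-H3(5-23)K14Ac peptide (50 nM final) from BAZ2B (50 nM final) in PBS pH 7.4, 0.01% Tween-20; complex preformed 30 min RT, then compounds (top 110 uM) 30 min RT, beads 20 min dark.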
# BLM helicase inh – inhibitors of human Bloom syndrome helicase BLM; 350,000 compounds, 0.2% hits; P54132; recombinant BLM DNA unwinding, fluorescence dequenching; Potency, µM (doses to about 56.1 µM), without a hit: top-dose activity change, negative = inhibition, hits mostly inhibitors;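 note: plate controls were vehicle for no effect and no enzyme for full effect; nearly all actives have a fitted effect of over 35% in size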
# Pol eta inh – blocks human DNA polymerase eta activity | Q9Y253 | recombinant Pol eta, fluorescent DNA replication assay | Potency, µM (titrated, usually from 114 µM), inactives show top-dose activity change, negative = inhibition, most hits filed as inhibitors | 390,000 compounds, 1.2% hits; note: % is set by controls: 0 for no effect and ±100 for the full control effect
#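 Pol eta at 10 nM preincubated with compounds 15 min at room temperature; reaction started with fluorescent substrate (50 nM final) and read kinetically at 0 and 10 min.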
# Numbers without * were called inactive; ? = inconclusive; / = not tested or not shown; [ ] = another dose, or the depositor's remark. Calls come from the whole dose curve; as a rule, active = well fitted curve in the direction sought with a large enough effect; inconclusive = small, poorly fitted or top-dose-only effect, or another doubt; inactive = no such curve, though single readings can be large; an effect the other way counts as inactive or inconclusive. Potency is the fitted concentration of half-maximal effect. Some of the compounds tested, so the mix of outcomes need not match the whole.
SMILES,Pol kappa inh,POLI inh,APEX1 inh,G9a inh,Apoferritin bind,Pol beta inh,BAZ2B inh,BLM helicase inh,Pol eta inh
CCNc1ncc2nc(-c3ccccc3)c(=O)n(C)c2n1,1%[60.1 µM],/,0%,5%[0.501 µM],/,/,/,-3%,/
COC(C(=O)Nc1cc([N+](=O)[O-])ccc1C)c1ccccc1 (stereo unspecified),-2%,38%[activator],8%,-9%,-10%,3%,-12%,-3%,-11%
O=C1OC(Cc2ccncc2)C(O)=C1C1=NCCCN1 (stereo unspecified),-8%,94%[activator],-3%,21%[59 µM],-10%,11%,1%,0%,-9%
O=c1oc2ccc([N+](=O)[O-])cc2c(N2CCOCC2)c1[N+](=O)[O-],/,/,1%,?,-1%,38%[activator],-3%,2%,/
CC(C)(C)NC(=O)C(c1ccccc1)N(C(=O)c1csnn1)C1CC1 (stereo unspecified),-7%,6%,0%,-1%,-13%,7%,-1%,0%,9%
CCOC(=O)N/N=C/c1c[nH]c2ccccc12,-10%,55%[activator],-6%,0%,-8%,-3%,-17%,-9%,-17%
O=C(N/N=C1\CC2CC=CC12)c1ccc(Br)cc1 (stereo unspecified),4%,47%[activator],-3%,10%,-9%,26%,-20%,-1%,-2%
COc1cc(/C=N/O)cc(Br)c1OCc1cccc(Cl)c1,-6%,-22%,7%,18%,?,5%,0%,-13%,-17%
CCOc1ccc(OCC)c(NC(=O)c2csc3c2CCCC3)c1,-3%,-15%,/,-26%[59 µM],99%[activator],5%,-2%,-6%,-13%
Cc1c(Cl)cccc1NC(=O)c1ncoc1-c1ccco1,-4%[60.1 µM],9%,/,6%[12.7 µM],-10%,20%,-9%,-2%,-13%
COC(=O)c1ccccc1NC(=O)CSc1nc(-c2ccccc2)cc(C(F)(F)F)n1,-11%,-1%,/,35%[59 µM],?,17%,14%,-8%,-13%
CN(C)Cc1c(O)ccc2[nH]cnc12,-5%,6%,2%,?,-17%,-18%,-9%,-3%,-1%
CCN(CC)S(=O)(=O)c1ccc2c(c1)nc(CCC(=O)OCc1c(C)noc1C)n2C,-5%,6%,-6%,23%[59 µM],-9%,1%,/,-2%,7%
COC(=O)[C@H](CCSC)NC(=O)Cn1cnc2c(NCc3ccccc3)ncnc21,-8%,-19%,-16%,/,/,/,/,/,-5%
Cc1c(C)c2ccc(OCC(=O)NCCN3CCOCC3)c(C)c2oc1=O,-3%,6%,-2%,21%,12%,4%,-5%[57.1 µM],-7%,-2%
O=C(N/N=C/c1ccc(Br)o1)c1cncc(Br)c1,5%[60.1 µM],9%,-2%,-7%[59 µM],-5%,-13%,-26%,2%,-3%
O=C(COc1ccc2ccc(=O)oc2c1)c1ccccc1,-8%,129%[activator],-8%,3%[12.7 µM],-20%,0%,-30%,-5%,-7%
Cc1ccc(NC(=O)Nc2ccc(S(N)(=O)=O)cc2)cc1,2%,47%[activator],-11%,-41%,0%,-5%,-1%,-3%,-10%
COc1ccc(S(=O)(=O)N2CCC(Oc3ccc(-n4cnnn4)cc3)CC2)cc1OC,-19%,-6%,/,-4%[59 µM],-9%,3%,-1%,0%,-11%
COc1ccc(Br)cc1CNC(=O)Nc1cccs1,-3%,-9%,-7%,?,-12%,9%,0%,-6%,-4%
CCc1nc(NC(C)(C)C)c2cnn(-c3ccccc3)c2n1,-12%,1%,-3%,30%,?,-2%,-1%,-12%,-20%
O=C(O)c1ccc(N=c2oc3cc(O)ccc3cc2C(=O)NCc2ccccc2)cc1,-11%,-32%,-9%,?,516%[activator],?,?,-8%,?
CC(C)(C)C(=O)Cn1c(=O)n(CC2CCCO2)c(=O)c2ccccc21 (stereo unspecified),-4%,18%,3%,?,-16%,0%,?,3%,-10%
CCS(=O)(=O)N1CCC(n2c(C(F)(F)F)nc3cccnc32)CC1,-9%,-3%,/,7%[59 µM],-5%,?,-2%,0%,-16%
COc1ccc(NS(=O)(=O)NC(=O)c2c(C)n(C)c3ccccc23)cc1,-23%,70%[activator],-11%,40µM*,-5%,22%,-13%[57.1 µM],-4%,-1%
N#CC1(c2c(O)nc3n(c2=O)CCCS3)CCCCC1,-28%,-20%,6%,16%[59 µM],-11%,0%,-28%,-2%,-19%
Cc1ccc(N(C)C(=O)C2CCN(S(=O)(=O)c3ccc4c(c3)oc(=O)n4C)CC2)cc1,-5%,19%,-11%,-6%,-10%,5%,10%,0%,-20%
CCc1[nH]nc2c1C1(CCN(C(=O)OCc3ccccc3)CC1)C(C#N)=C(N)O2,-5%,1%,10%,?,-14%,4%,13%,0%,-3%
O=C(O/N=C/c1ccc2c(c1)OCO2)c1ccc([N+](=O)[O-])cc1,-4%,-34%,-4%,7%,-2%,4%,1%,-6%,-17%
COCc1[nH][nH]c(=O)c1C=Nc1ccc(Cl)cc1,-6%,-4%,-1%,?,-21%,15%,-2%,-2%,-2%
O=c1c(-c2ccc(Oc3ccccc3)cc2)[n+]([O-])c2ccccc2n1OCc1ccccn1,8%,8%,7%,17%[12.7 µM],-15%,17%,26%,-1%,-12%
CN(CC(=O)NC1CCCCCC1)S(=O)(=O)c1ccc(F)cc1,-16%,15%,84%[activator],23%,0%,24%,2%,1%,-20%
Cc1ccc(C)c(NC(=O)c2ncn[nH]2)c1,-7%,?,3%,-6%,-19%,2%,?,-1%,6%
O=C(NC(Cc1ccccc1)C(=O)O)C1CCN(S(=O)(=O)c2cccc(C(F)(F)F)c2)CC1 (stereo unspecified),-7%,119%[activator],8%,3%,-1%,-15%,1%,-9%,-14%
CCOc1ncccc1C(=O)OCC(=O)NC(=O)c1ccccc1,15%,21%,4%,-20%[12.7 µM],/,/,25%,/,5%
CCOC(=O)c1c(C)[nH]c(C)c1C(=O)COC(=O)[C@@H](NC(=O)c1ccccc1OCC)C(C)C,6%,-14%,-5%,-2%[59 µM],-12%,-11%,-34%,-4%,-17%
CC(C)(C)NC(=O)CSc1nnc(NC(=O)CCn2cnc3ccccc3c2=O)s1,-9%,2%,15%,-4%[59 µM],0%,14%,10%,3%,0%
Cc1cc(C)n(-c2cc(C(C)(C)C)nc3c(-c4ccc(Cl)cc4)cnn23)n1,-15%,16%,?,124%[activator][59 µM],-3%,6%,9%[57.1 µM],-10%,-15%
Cc1ccc(C)c(NC(=O)CSc2nc(=O)n(Cc3ccccn3)c3c2CCC3)c1,-4%[60.1 µM],7%,/,-1%[59 µM],2%,-18%,7%,1%,-15%
Cc1ccc2c(c1)-c1nc(-c3ccc4c(c3)NC(=O)CO4)cc(-c3ccccc3)c1CO2,-19%,1%,/,-2%[59 µM],5%,0%,-9%,-1%,-15%
NC(=O)CC(NC(=O)Cc1ccc(Cl)cc1)c1ccc(N2CCC(Cc3ccccc3)CC2)c([N+](=O)[O-])c1 (stereo unspecified),-7%,1%,-2%,/,-19%,-4%,4%[57.1 µM],1%,-3%
COc1ccccc1OCC(=O)NN=C(Cc1ccccc1)Cc1ccccc1,-11%,15%,5%,-35%[59 µM],?,0%,13%,-11%,-20%
Cc1cccc(/C=N/n2c(-c3ccccc3)n[nH]c2=S)c1O,-4%,5%,18%,1.3µM*,-3%,4%,?,-1%,-6%
COc1ccc(NC(=O)Nc2c[nH]c(=O)[nH]c2=O)c(OC)c1,1%,2%,/,4%[59 µM],-8%,-1%,-4%,-5%,-20%
CC(C)(C)c1cc(-n2ccnc2)n2ncc(-c3ccc(Cl)cc3)c2n1,-10%,-17%,10%,-1%[59 µM],-4%,0%,-4%,-4%,-14%
CCC(C)NC(=O)c1c(N)n(/N=C/c2cccs2)c2nc3ccccc3nc12 (stereo unspecified),/,/,-4%,25%[59 µM],-9%,-16%,16%,-1%,/
Cc1ccccc1NC1=C(Cl)C(=O)N(C2CCCCC2)C1=O,-11%,0%,1%,36%[59 µM],-21%,16%,-2%,-9%,-9%
COc1ccc(C(=O)Nc2ccc(C3(C#N)CCCC3)cc2)cc1OC,-4%,-1%,17%,6%[0.501 µM],?,-1%,-6%,-9%,-14%
Cc1ccc(S(=O)(=O)N(C)CC(=O)OCC(=O)Nc2ccccc2)cc1,-13%,2%,14%,/,-11%,11%,-2%,3%,-14%
CCOC(=O)c1[nH]c2ccc(F)cc2c1NC(=O)CCN1CCOCC1,-8%,71%[activator],-1%,-36%,-17%,1%,-12%,-7%,0%
Cc1ccc(C)c(N(CC(=O)NC2CCCC2)C(=O)c2cc3cc4cccc(C)c4nc3s2)c1,-6%[60.1 µM],37%[activator],17%,15%[0.0925 µM],-10%,36%,1%,-2%,-8%
O=C(N/N=C\c1ccc(-c2ccc([N+](=O)[O-])cc2)o1)c1ccc2c(c1)OCO2,10%,11%,5%,-46%,-9%,3%,11%,7%,-22%
CC[C@]1(c2ccccc2OC)ON(c2ccccc2C(F)(F)F)C1=O,6%,8%,12%,6%[2.33 µM],/,/,73%[activator],/,-22%
